# Screening results as filed in PubChem.
# S100A4 inh HTS = blocks human S100A4 binding to myosin IIA peptide. P26447. S100A4/TAMRA-MyoIIA peptide fluorescence polarization. inhibition, % at 10.7 µM. hit rate 0.14% among 360,000. AID 652163;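 active means mean inhibition of at least 70% across replicates, with every replicate also reaching that level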
#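 Assay system: human S100A4 monomer with TAMRA-labelled myosin IIA peptide / Buffer or medium: Calcium-containing HEPES buffer, pH 7.2 / Reagent: TAMRA-labelled myosin IIA heavy-chain peptide probe, 5 nM / Compound: one dose per compound / Timing: polarization read 5 min after assay mix addition, stable 5–60 min / Benchmarks: neutral control DMSO, positive control TFP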
# RAD54 inh = blocks human RAD54 Holliday junction branch migration; hit rate 0.14% among 360,000; FAM/BHQ fluorescence; AID 602329; inhibition, % at 10.4 µM; Q92698;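 active means mean normalized replicate activity at least 40 and at least half of replicates scoring 40 or more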;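 further: 0% = median of neutral control wells and 100% = median of positive control wells; inhibitors cause a drop in the FAM fluorescence signal; in these data hits start at about 50%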
# Target sequence (Q92698 whole entry, looked up): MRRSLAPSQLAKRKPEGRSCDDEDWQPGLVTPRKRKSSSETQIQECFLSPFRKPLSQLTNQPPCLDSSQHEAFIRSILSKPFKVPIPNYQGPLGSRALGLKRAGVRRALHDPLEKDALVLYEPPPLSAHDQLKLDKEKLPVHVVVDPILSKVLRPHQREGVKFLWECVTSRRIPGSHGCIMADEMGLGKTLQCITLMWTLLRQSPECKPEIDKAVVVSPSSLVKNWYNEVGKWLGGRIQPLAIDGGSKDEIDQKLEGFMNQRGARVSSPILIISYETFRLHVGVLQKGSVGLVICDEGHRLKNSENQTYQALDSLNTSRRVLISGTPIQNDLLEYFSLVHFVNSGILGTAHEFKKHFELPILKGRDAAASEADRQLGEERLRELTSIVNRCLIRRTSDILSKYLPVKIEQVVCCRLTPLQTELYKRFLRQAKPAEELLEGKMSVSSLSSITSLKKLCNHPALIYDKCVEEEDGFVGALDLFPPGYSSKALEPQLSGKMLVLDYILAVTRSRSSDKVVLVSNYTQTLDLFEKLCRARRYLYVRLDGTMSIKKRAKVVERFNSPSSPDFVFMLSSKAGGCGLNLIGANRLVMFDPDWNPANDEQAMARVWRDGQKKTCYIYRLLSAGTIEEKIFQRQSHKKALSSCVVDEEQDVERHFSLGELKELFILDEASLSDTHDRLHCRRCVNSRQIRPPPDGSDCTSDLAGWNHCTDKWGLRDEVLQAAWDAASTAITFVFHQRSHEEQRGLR
# RAD52 anneal inh = RAD52 (human) annealing inhibition; P43351; recombinant RAD52 DNA annealing, FRET fluorescence; inhibition, % at 18.7 µM; hit rate 0.46% among 360,000;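 active means every replicate showing at least 50% inhibition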
# Xi reactivation = activators of X-chromosome reactivation in mouse fibroblasts; XiGFP mouse fibroblasts, % GFP-positive cells imaging, 3 d; cells co-treated with 5-aza-dC sensitizer; scaled so ellipticine positive control = 100%; activation, % at 7.58 µM; hit rate 0.055% among 360,000; AID 743238;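 active means mean normalized replicate activation at least 10% and every replicate at or above 10%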;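 further: 0% = median of on-plate neutral control wells and 100% = ellipticine 6 µM median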
#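 Material: XiGFP fibroblasts, SV40-immortalized. Buffer or medium: DMEM plus 5-aza-dC sensitizer. Compound: single concentration per compound, delivered by pin transfer. Times: 3 days compound exposure. Controls: ellipticine 6 µM.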
# ERp5 block = inhibitors of human ERp5. Q15084. ERp5 insulin aggregation, absorbance 650 nm, 90 min. inhibition, % at 9.99 µM. hit rate 0.05% among 350,000;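 active means mean replicate inhibition above about 25%, with every replicate also reaching it, limit read from the data, passing the limit was not always enough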
# ERAP1 HTS inh = blocks human ERAP1 aminopeptidase activity | Q9NZ08 | recombinant ERAP1, Leu-AMC fluorescence, 60 min | inhibition, % at 10.7 µM | hit rate 0.15% among 340,000 | AID 652197;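 active means mean replicate inhibition of at least 30%, or all replicates individually reaching that 30% level; inactive means mean below 30% and not every replicate reaching it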;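 further: 0% = neutral control wells and 100% = L-leucinethiol positive control wells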
# E-sel inducer = E-selectin induction on HUVECs; HUVEC E-selectin immunofluorescence imaging; normalized: neutral wells 0, TNF-alpha wells 100; activation, % at 7.58 µM; hit rate 0.37% among 260,000;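 active means mean E-selectin-positive cell signal at least 10% of the positive control, reached in at least 60% of replicates, without over 20% cell loss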;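 further: in these data hits start at about 27%; measured in HUVEC primary endothelial cells; signal is the percent of cells scored E-selectin positive by PE staining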
#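 Read-out basis: % PE-positive cells; Test system: HUVEC primary endothelial cells; Technique: immunofluorescence imaging; Dosing: single-point compound dose.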
# esBAF inh = inhibitors of esBAF chromatin remodeling in mouse ES cells; Bmi1-luciferase knock-in reporter, 24 h; 100% = twice the neutral-well signal; reporter increase, % at 12.5 µM; hit rate 2% among 350,000; AID 602393; in the data active means activation above about 40%;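 further: 0% = median of the plate's neutral control wells and 100% = double that signal; a rise in the Bmi1 reporter signal indicates esBAF inhibition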
# The depositor's hits bear a star; . = no result given; & = joins results of further samples.
SMILES,S100A4 inh HTS,RAD54 inh,RAD52 anneal inh,Xi reactivation,ERp5 block,ERAP1 HTS inh,E-sel inducer,esBAF inh
COC(=O)C1=C(C)N(C)C(=S)N(C)C1c1cccc(Br)c1 (stereo unspecified),3.9,-1.9,-15.1,0.0,-7.8,0.0,0.0,-3.5
COc1cccc(-c2cnc3c(c2)C(=O)N([C@H](C)CO)C[C@H](C)[C@H](CN(C)C(=O)Nc2ccc4c(c2)OCO4)O3)c1,-0.5,-7.0,24.8,0.2,-0.2,1.1,-0.2,-1.6
N#Cc1cc2ccccc2n2nnnc12,7.2,4.2,-12.0,0.0,3.0,0.6,.,-6.8
CCOc1cc(N2CCOCC2)c(OCC)cc1NC(=O)CN1CCCC(C)C1 (stereo unspecified),2.9,.,-7.4,0.2,-9.6,-1.9,0.3,-3.8
COc1ccc(NC(=O)c2csc3c2CCCCC3)c(OC)c1,-5.0,.,0.5,0.7,-3.7,-0.7,0.2,.
CN(C)CCCNc1c2c(nc3cc(-c4cccc(F)c4)nn13)CCC2,2.4,0.7,1.0,0.2,2.7,-2.1,.,0.4
COc1cc(CNn2c(C)n[nH]c2=S)cc(Br)c1OCc1ccc(F)cc1,5.4,.,-2.6,-0.5,3.4,-2.8,-1.7,.
CCCC#Cc1cnc2c(c1)C(=O)N([C@H](C)CO)C[C@@H](C)[C@H](CN(C)C(=O)C1CCC1)O2,-11.7,4.1,-1.5,0.1,-1.9,2.6,-0.2,2.1
COc1ccc(NC(=O)COC(=O)C(NC(=O)c2ccc(C)cc2)C(C)C)cn1 (stereo unspecified),1.0,-0.8,-27.3,0.0,1.0,0.6,.,-5.1
CC[C@@H](C)[C@@H](C(=O)N1CCNCC1)n1cc(CCC(=O)O)nn1,-1.9,-10.3,-9.8,0.0,-9.3,-2.7,0.5,-3.9
COc1ccc(N/C(=C2\CCCC2=O)C2CCCCC2)cc1,-0.5,4.2,-17.4,1.0,2.0,5.3,.,7.7
C[C@@H]1CN([C@H](C)CO)C(=O)c2cc(NC(=O)CCCN(C)C)ccc2O[C@H]1CN(C)S(C)(=O)=O,-3.2,-0.2,5.1,0.1,-2.3,1.3,-11.6,-3.6
O=C1CNC[C@@H]2[C@H](c3ccc(C#Cc4cccnc4)cc3)[C@@H](CO)N12,4.6,.,-3.9,0.0,7.8,-6.9,0.1,.
COc1ccccc1C(=O)Nc1ccc2c(c1)C(=O)N(C)[C@H]1CC[C@H](CC(=O)NCc3ccc(Cl)c(Cl)c3)O[C@@H]1CO2,-0.1,2.7,4.7,0.1,1.8,-2.0,0.0,1.8
CC(=O)Nc1ccc(NS(=O)(=O)c2c(Cl)cccc2Cl)cc1,-0.3,.,-0.8,0.0,0.6,-0.4,0.7,.
CN(C)CCCN(C(=O)COc1ccccc1)c1nc2cc3c(cc2s1)OCO3,1.8,33.4,47.8,0.2,2.1,3.7,.,4.8
Cc1cccc2cc(C3CC(c4ccco4)=NN3C(=O)CCC(=O)O)c(Cl)nc12 (stereo unspecified),-0.7,5.8,0.0,0.1,-0.9,-2.3,0.7,.
Cc1noc(C)c1C(=O)OCC(=O)NCc1ccccc1,-0.3,-11.7,-3.7,0.0,9.8,0.9,.,-5.7
CCCC(=O)N1CCC1(C)C(=O)NS(=O)(=O)c1cccs1 (stereo unspecified),-13.4,-3.1,-7.9,0.0,1.1,-2.3,0.4,1.3
O=[N+]([O-])c1ccc(N2CCNCC2)c(S(=O)(=O)N2CCOCC2)c1,-5.8,.,-0.1,0.0,7.9,7.9,-0.2,.
CNC[C@H]1OCCCC[C@@H](C)Oc2ccc(N)cc2C(=O)N([C@H](C)CO)C[C@@H]1C,-6.7,-5.1,-4.1,-0.1,-1.0,2.1,0.9,-1.1
C[C@H](CO)N1C[C@H](C)[C@@H](CN(C)Cc2ccc(Cl)c(Cl)c2)Oc2c(NS(=O)(=O)c3cn(C)cn3)cccc2C1=O,36.6&-8.3,-6.0&-7.3,9.5&0.6,0.0&0.0,3.3&-2.3,-2.1&-1.0,-8.8&0.4,1.7&-3.7
Cc1cccc(N2N=C(C(=O)N3Cc4ccccc4CC3C(N)=O)CCC2=O)c1 (stereo unspecified),1.2,8.6,5.0,0.2,-1.0,-3.3,1.4,-6.7
COCCN(C(=O)CCC(=O)Nc1cc(C)on1)C(C(=O)NC1CCCC1)c1ccccc1F (stereo unspecified),1.5,2.5,-8.2,0.3,3.5,-0.6,.,-3.5
CC(C)(CNC(=O)Cc1ccc(NS(=O)(=O)c2cccc(C(F)(F)F)c2)cc1)N1CCOCC1,-4.1,.,-4.9,0.4,-3.7,1.7,0.6,.
COc1ccccc1NC(=O)CSc1nnc(C2CCCCC2)n1-c1ccccc1,-2.0,-13.1,-6.9,0.2,1.5,3.4,.,.
CC(C)C(C)NC(=O)COc1ccc([N+](=O)[O-])cc1Cl (stereo unspecified),-3.9,-1.1,-2.7,0.0,-2.1,1.5,.,.
O=C(NCc1ccccc1)C1=C[C@@H](c2ccc(C(F)(F)F)cc2)C[C@@H](OCc2ccc(CO)cc2)O1,-1.3,-11.7,-73.5,-0.1,-4.4,-0.1,0.0,-3.5

# For convenience, 10 of the compounds above:
SMILES,S100A4 inh HTS,RAD54 inh,RAD52 anneal inh,Xi reactivation,ERp5 block,ERAP1 HTS inh,E-sel inducer,esBAF inh
Cc1noc(C)c1C(=O)OCC(=O)NCc1ccccc1,-0.3,-11.7,-3.7,0.0,9.8,0.9,.,-5.7
CCCC(=O)N1CCC1(C)C(=O)NS(=O)(=O)c1cccs1 (stereo unspecified),-13.4,-3.1,-7.9,0.0,1.1,-2.3,0.4,1.3
O=[N+]([O-])c1ccc(N2CCNCC2)c(S(=O)(=O)N2CCOCC2)c1,-5.8,.,-0.1,0.0,7.9,7.9,-0.2,.
CNC[C@H]1OCCCC[C@@H](C)Oc2ccc(N)cc2C(=O)N([C@H](C)CO)C[C@@H]1C,-6.7,-5.1,-4.1,-0.1,-1.0,2.1,0.9,-1.1
C[C@H](CO)N1C[C@H](C)[C@@H](CN(C)Cc2ccc(Cl)c(Cl)c2)Oc2c(NS(=O)(=O)c3cn(C)cn3)cccc2C1=O,36.6&-8.3,-6.0&-7.3,9.5&0.6,0.0&0.0,3.3&-2.3,-2.1&-1.0,-8.8&0.4,1.7&-3.7
Cc1cccc(N2N=C(C(=O)N3Cc4ccccc4CC3C(N)=O)CCC2=O)c1 (stereo unspecified),1.2,8.6,5.0,0.2,-1.0,-3.3,1.4,-6.7
COCCN(C(=O)CCC(=O)Nc1cc(C)on1)C(C(=O)NC1CCCC1)c1ccccc1F (stereo unspecified),1.5,2.5,-8.2,0.3,3.5,-0.6,.,-3.5
CC(C)(CNC(=O)Cc1ccc(NS(=O)(=O)c2cccc(C(F)(F)F)c2)cc1)N1CCOCC1,-4.1,.,-4.9,0.4,-3.7,1.7,0.6,.
COc1ccccc1NC(=O)CSc1nnc(C2CCCCC2)n1-c1ccccc1,-2.0,-13.1,-6.9,0.2,1.5,3.4,.,.
CC(C)C(C)NC(=O)COc1ccc([N+](=O)[O-])cc1Cl (stereo unspecified),-3.9,-1.1,-2.7,0.0,-2.1,1.5,.,.
